Screens: PubChem BioAssay, several laboratories
KCNK3 inh: human KCNK3 channel inhibition, primary screen; CHO-KCNK3 thallium flux, FluxOR fluorescence; active compounds read low; 340,000 compounds, 0.84% hits; B-score at 10 µM; AID 602410;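 active = B-score under library mean minus 4 SD, starting fluorescence ratio at most library mean plus 5 SD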;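 note: more negative B-score means stronger inhibition of thallium flux through KCNK3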
Target sequence (O14649 whole entry, looked up): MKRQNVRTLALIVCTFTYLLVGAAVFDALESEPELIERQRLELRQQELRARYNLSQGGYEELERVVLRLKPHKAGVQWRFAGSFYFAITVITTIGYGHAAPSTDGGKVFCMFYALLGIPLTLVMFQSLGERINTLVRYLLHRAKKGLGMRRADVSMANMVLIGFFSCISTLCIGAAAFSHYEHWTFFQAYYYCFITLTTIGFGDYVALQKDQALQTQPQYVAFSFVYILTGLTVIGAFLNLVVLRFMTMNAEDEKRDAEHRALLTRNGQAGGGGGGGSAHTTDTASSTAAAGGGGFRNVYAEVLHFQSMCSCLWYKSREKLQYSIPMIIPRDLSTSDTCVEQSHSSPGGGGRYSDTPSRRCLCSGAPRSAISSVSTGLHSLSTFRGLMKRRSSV
RGS4 pot: RGS4 potentiation or activation; HEK293 M3R/inducible RGS4, carbachol calcium flux Fluo4; active compounds read low; B-score at 10 µM; 310,000 compounds, 0.92% hits;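 active = B-score of the integrated calcium signal more than 4 SD below the library mean, with starting fluorescence not abnormally high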;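 note: negative B-score means reduced calcium response which marks RGS4 activation or potentiation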
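System – HEK293 FlpIn-TREx cells, stable M3R, doxycycline-inducible RGS4 · Reagent – ECmax carbachol challenge · Times – compound preincubation 20 min at room temperature before agonist · Technique – Fluo4 fluorescence kinetic imaging of calcium · Measure – B score of integrated Fluo4 ratio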
PolyA inhibitor: inhibitors of polyadenylation in S. cerevisiae; S. cerevisiae SKY197-pL101 polyadenylation reporter, beta-gal luminescence; efflux-impaired pdr1/pdr3 knockout yeast; score 100 = 6 SD above DMSO; calls only at 12 µM; 300,000 compounds, 0.02% hits; AID 1875;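 active = lowest replicate activity score at least 50, where 100 means six control SD above control mean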;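 note: yeast exposed to compound for 9 h at 30 °C; higher score means more reporter readthrough which indicates perturbed polyadenylation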
GSK3A inh: human GSK-3 alpha kinase inhibition; P49840; ADP-Glo luminescence, 60 min; inhibition, % at 10 µM; 320,000 compounds, 0.1% hits;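 in the data active = inhibition above about 50%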;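 note: GST-tagged GSK-3 alpha with peptide substrate and 25 µM ATP; 0% = DMSO neutral wells and 100% = GW8510 positive control wells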
KCNQ1 act: human KCNQ1 channel potentiation or activation; AID 2648; 310,000 compounds, 0.35% hits; P51787; B-score at 10 µM; CHO-K1 KCNQ1, thallium flux FluxOR fluorescence; active compounds read high;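 active = fluorescence ratio B-score, a plate-corrected score, at least three library SD, with initial intensity B-score within 5 SD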
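Assay system: CHO-K1 cells stably expressing KCNQ1; Medium: assay buffer with matched DMSO; Also added: K+/Tl+ depolarizing stimulus; Dosing: single dose; Timing: dye 90 min, compound 20 min, room temperature; Measured by: kinetic FluxOR thallium fluorescence, 10-s 1-Hz baseline, 110-s post-stimulus read; Read-out: peak-minus-minimum fluorescence over initial fluorescence, negative-control normalized, B-scored.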
hERG rescue: hERG (human) protection from proarrhythmic block; CHO-hERG, FluxOR thallium flux, dofetilide IC70 present; 310,000 compounds, 0.51% hits; activation (rescue from dofetilide block), less the hit threshold, % at 10 µM;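 active = activation above the mean of controls blocked by dofetilide plus 5 SD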;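 note: thallium influx through hERG after potassium depolarization seen as dye fluorescence rise; in these data hits start at about 4.7%; inactives centre near -7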
DYRK1A inh: Dyrk1A (rat) kinase inhibition; ADP-Glo luminescence, NFATc1 peptide; inhibition, % at 12.5 µM; 310,000 compounds, 0.43% hits; in the data active = inhibition above about 50%;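 note: plate controls were vehicle with enzyme for no effect and no enzyme for full effect; many of its hits are not listed in these tables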
KCNK9 block: blocks the human KCNK9 two-pore domain potassium channel; B-score at 10 µM; HEK293 KCNK9, FluxOR thallium flux fluorescence; active compounds read low; AID 488922; 310,000 compounds, 1.2% hits; Q9NPC2;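 active = ratio B-score over 3 SD below the library mean, with starting fluorescence within 5 SD of its mean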;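 note: negative B-score means less thallium flux so channel inhibition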
Target sequence (Q9NPC2 whole entry, looked up, the tested form may be a part): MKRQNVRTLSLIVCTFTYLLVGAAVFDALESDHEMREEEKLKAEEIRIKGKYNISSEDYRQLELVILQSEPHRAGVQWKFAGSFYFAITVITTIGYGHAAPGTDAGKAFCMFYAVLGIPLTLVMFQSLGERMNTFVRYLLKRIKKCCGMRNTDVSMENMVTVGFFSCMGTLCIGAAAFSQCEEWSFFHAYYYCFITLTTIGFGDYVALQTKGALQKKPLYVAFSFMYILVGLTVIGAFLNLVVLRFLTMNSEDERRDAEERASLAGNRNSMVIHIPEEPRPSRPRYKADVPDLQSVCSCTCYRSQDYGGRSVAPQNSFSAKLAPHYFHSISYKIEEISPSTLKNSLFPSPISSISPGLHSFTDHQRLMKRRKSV
RGS4 inh: inhibitors of human RGS4. HEK293 M3R/RGS4 inducible, Fluo-4 calcium flux; active compounds read high; triggered by carbachol at its EC20. B-score at 10 µM. AID 463165. P49798. 310,000 compounds, 0.45% hits;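 active = B-score, a plate-corrected calcium signal, over three deviations above library mean, with baseline fluorescence within five deviations of library mean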;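 note: RGS4 expression induced by doxycycline in cells with stable M3 receptor; B-score is computed from the integrated fluorescence ratio over baseline after carbachol; higher B-score means a larger calcium signal and so more RGS4 inhibition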
Target sequence (P49798 whole entry, looked up): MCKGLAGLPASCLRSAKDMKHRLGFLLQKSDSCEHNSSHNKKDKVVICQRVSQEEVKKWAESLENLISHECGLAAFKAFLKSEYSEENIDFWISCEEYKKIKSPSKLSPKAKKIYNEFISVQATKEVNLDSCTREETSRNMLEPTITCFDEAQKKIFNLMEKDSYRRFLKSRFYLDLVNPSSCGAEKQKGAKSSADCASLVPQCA
KCNQ1 inh: inhibitors of human KCNQ1 potassium channel; 310,000 compounds, 1.3% hits; CHO-K1 KCNQ1, FluxOR thallium flux fluorescence; active compounds read high; AID 2642; P51787; B-score at 10 µM;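 active = compounds whose thallium flux B-score, printed positive for inhibition, exceeds three library SD while starting fluorescence stays within three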;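 note: channel opened by potassium depolarization with thallium stimulus after 20 min compound exposure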
GSK3beta inhib: inhibitors of human GSK3beta kinase; 300,000 compounds, 0.038% hits; GST-GSK3beta kinase, ADP-Glo luminescence, 60 min; active compounds read low; AID 2097; activity score (negative = inhibition), % at 10 µM; P49841;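 active = more than half of replicate wells score below -50%, meaning over 50% inhibition versus plate controls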;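 note: 0% = median DMSO wells and -100% = median GW8510 positive control wells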
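Assay system: GST-tagged human GSK3beta kinase, cell-free; Input: 1.6 ng GSK3beta; Medium: Tris/MgCl2 kinase buffer; Timing: 60 min enzyme reaction, room temperature; Signal: ADP-Glo luminescence quantifying ADP generated by kinase; Evaluation: score relative to plate controls; Benchmarks: DMSO neutral wells and GW8510 at 20 µM as positive.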
* marks the source's active call; other numbers are inactive results. This is a subset, so the mix of outcomes need not match the whole.

What do the screens show for `O=C(c1ccc(Cl)cc1)[C@@H]1[C@@H]2C(=O)N(c3ccc(Cl)cc3)C(=O)[C@@H]2C2c3ccccc3C=NN21` (stereo partly drawn)?
KCNK3 inh: inactive; RGS4 pot: inactive; PolyA inhibitor: inactive; GSK3A inh: 8; KCNQ1 act: inactive; hERG rescue: -7; DYRK1A inh: -1; KCNK9 block: inactive; RGS4 inh: inactive; KCNQ1 inh: inactive; GSK3beta inhib: -4

Results for CCN(CC)CCCn1c2c(c(SCC(=O)Nc3nccs3)nc1=O)CCC2 ?
KCNK3 inh: inactive; RGS4 pot: inactive; PolyA inhibitor: inactive; GSK3A inh: 13; KCNQ1 act: inactive; hERG rescue: -4; DYRK1A inh: 1; KCNK9 block: inactive; RGS4 inh: inactive; KCNQ1 inh: inactive; GSK3beta inhib: -5

How did Cc1ccccc1N1OC2C(=O)N(c3ccc(F)cc3)C(=O)C2C1c1ccccn1 (stereo not drawn) do in these assays?
KCNK3 inh: inactive; RGS4 pot: inactive; PolyA inhibitor: inactive; GSK3A inh: -3; KCNQ1 act: inactive; hERG rescue: 0; DYRK1A inh: -11; KCNK9 block: inactive; RGS4 inh: inactive; KCNQ1 inh: inactive; GSK3beta inhib: -1

Results for O=C(COc1ccccc1Cl)NC(=S)N1CCc2ccccc21 ?
KCNK3 inh: inactive; RGS4 pot: inactive; PolyA inhibitor: inactive; GSK3A inh: -5; KCNQ1 act: inactive; hERG rescue: -5; DYRK1A inh: 2; KCNK9 block: inactive; RGS4 inh: inactive; KCNQ1 inh: inactive; GSK3beta inhib: -2

How did CC(C)=CCCC(C)CN1CCC(n2nccc2NC(=O)C2CCCC2)CC1 (stereo not drawn) do in these assays?
KCNK3 inh: inactive; RGS4 pot: inactive; PolyA inhibitor: inactive; GSK3A inh: 0; KCNQ1 act: inactive; hERG rescue: -15; DYRK1A inh: 2; KCNK9 block: inactive; RGS4 inh: inactive; KCNQ1 inh: inactive; GSK3beta inhib: 4

How did CC(=O)Oc1ccc(C(=O)Nc2cccc(C(=O)NC(C)(C)C)c2)cc1 do in these assays?
KCNK3 inh: inactive; RGS4 pot: inactive; PolyA inhibitor: inactive; GSK3A inh: -2; KCNQ1 act: inactive; hERG rescue: -13; DYRK1A inh: 3; KCNK9 block: inactive; RGS4 inh: inactive; KCNQ1 inh: inactive; GSK3beta inhib: 4

How did CC(C)(C)NC(=O)CSc1nnc(NC(=O)CCc2ccccc2)s1 do in these assays?
KCNK3 inh: inactive; RGS4 pot: inactive; PolyA inhibitor: inactive; GSK3A inh: -2; KCNQ1 act: inactive; hERG rescue: -8; DYRK1A inh: -3; KCNK9 block: inactive; RGS4 inh: inactive; KCNQ1 inh: inactive; GSK3beta inhib: 2

What do the screens show for `COc1ccc(CNC(=O)N2CCN(c3ccc(F)cc3)CC2)cc1`?
KCNK3 inh: inactive; RGS4 pot: inactive; PolyA inhibitor: inactive; KCNQ1 act: inactive; hERG rescue: -4; DYRK1A inh: 1; KCNK9 block: inactive; RGS4 inh: inactive; KCNQ1 inh: inactive; GSK3beta inhib: 3

What do the screens show for `CC(NC(=O)Cc1ccccc1)c1ccc(F)cc1` (stereo not drawn)?
KCNK3 inh: inactive; RGS4 pot: inactive; PolyA inhibitor: inactive; GSK3A inh: -2; KCNQ1 act: inactive; hERG rescue: -13; DYRK1A inh: -2; KCNK9 block: inactive; RGS4 inh: inactive; KCNQ1 inh: inactive; GSK3beta inhib: -1

What do the screens show for `CCOC(=O)C1CCN(CC(O)COCc2cccs2)CC1` (stereo not drawn)?
KCNK3 inh: inactive; RGS4 pot: inactive; PolyA inhibitor: inactive; GSK3A inh: -3; KCNQ1 act: inactive; hERG rescue: -8; DYRK1A inh: 5; KCNK9 block: inactive; RGS4 inh: inactive; KCNQ1 inh: inactive; GSK3beta inhib: 0

How did Cc1ccc(C(c2sc3nc(C)nn3c2O)N2CCN(c3ccccc3)CC2)cc1 (stereo not drawn) do in these assays?
KCNK3 inh: inactive; RGS4 pot: inactive; PolyA inhibitor: inactive; GSK3A inh: -1; KCNQ1 act: inactive; hERG rescue: -9; DYRK1A inh: -3; KCNK9 block: inactive; RGS4 inh: inactive; KCNQ1 inh: inactive; GSK3beta inhib: -4

What do the screens show for `C/C(CC(=O)Nc1cccc(Cl)c1C)=N\NC(=O)Cc1csc(N)n1`?
KCNK3 inh: inactive; RGS4 pot: inactive; PolyA inhibitor: inactive; GSK3A inh: -1; KCNQ1 act: inactive; hERG rescue: -7; DYRK1A inh: -4; KCNK9 block: inactive; RGS4 inh: inactive; KCNQ1 inh: inactive; GSK3beta inhib: 6

What do the screens show for `CCc1ccc(CN(C)C(=O)c2cc(COc3ccc(-n4cncn4)cc3)on2)cc1`?
KCNK3 inh: inactive; RGS4 pot: inactive; PolyA inhibitor: inactive; GSK3A inh: 3; KCNQ1 act: inactive; hERG rescue: -2; DYRK1A inh: -3; KCNK9 block: inactive; RGS4 inh: inactive; KCNQ1 inh: inactive; GSK3beta inhib: 1

How did COc1ccc(CNS(=O)(=O)c2ccc(S(=O)(=O)N3CCCCC3)cc2)cc1 do in these assays?
KCNK3 inh: inactive; RGS4 pot: inactive; PolyA inhibitor: inactive; GSK3A inh: 3; KCNQ1 act: inactive; hERG rescue: -4; DYRK1A inh: -1; KCNK9 block: inactive; RGS4 inh: inactive; KCNQ1 inh: inactive; GSK3beta inhib: 2

How did Cc1cc2c(cc1S(=O)(=O)CCC(=O)NCCc1ccccc1)OCC(=O)N2 do in these assays?
KCNK3 inh: inactive; RGS4 pot: inactive; PolyA inhibitor: inactive; GSK3A inh: 3; KCNQ1 act: inactive; hERG rescue: -7; DYRK1A inh: 5; KCNK9 block: inactive; RGS4 inh: inactive; KCNQ1 inh: inactive; GSK3beta inhib: 1

What do the screens show for `Cn1c(CSCc2ccc(F)cc2)n[nH]c1=S`?
KCNK3 inh: inactive; RGS4 pot: inactive; PolyA inhibitor: inactive; GSK3A inh: -2; KCNQ1 act: inactive; hERG rescue: -4; DYRK1A inh: 2; KCNK9 block: inactive; RGS4 inh: inactive; KCNQ1 inh: inactive; GSK3beta inhib: 2

Results for Cc1ccc(Nc2nc(CSc3nnc(-c4ccncc4)n3C)cs2)cc1 ?
KCNK3 inh: inactive; RGS4 pot: inactive; PolyA inhibitor: inactive; GSK3A inh: 0; KCNQ1 act: inactive; hERG rescue: -3; DYRK1A inh: 9; KCNK9 block: inactive; RGS4 inh: inactive; KCNQ1 inh: inactive; GSK3beta inhib: 0

How did Cc1cccc(NC(=O)CCCc2ccccc2)c1 do in these assays?
KCNK3 inh: inactive; RGS4 pot: inactive; PolyA inhibitor: inactive; GSK3A inh: -3; KCNQ1 act: inactive; hERG rescue: -5; DYRK1A inh: 2; KCNK9 block: inactive; RGS4 inh: inactive; KCNQ1 inh: inactive; GSK3beta inhib: 0

How did O=C1OC(Nc2cc(Br)cc3cccnc23)c2ccccc21 (stereo not drawn) do in these assays?
KCNK3 inh: inactive; RGS4 pot: inactive; PolyA inhibitor: inactive; GSK3A inh: 3; KCNQ1 act: inactive; hERG rescue: -9; DYRK1A inh: 8; KCNK9 block: inactive; RGS4 inh: inactive; KCNQ1 inh: inactive; GSK3beta inhib: 3

What do the screens show for `Cc1cc2ccccn2c1C(=O)c1ccncc1`?
KCNK3 inh: inactive; RGS4 pot: inactive; PolyA inhibitor: inactive; GSK3A inh: -1; KCNQ1 act: inactive; hERG rescue: -6; DYRK1A inh: 3; KCNK9 block: inactive; RGS4 inh: inactive; KCNQ1 inh: inactive; GSK3beta inhib: -2

How did CCc1cccc(CC)c1NC(=O)COC(=O)c1cccc(S(=O)(=O)N2CCc3ccccc3C2)c1 do in these assays?
KCNK3 inh: inactive; RGS4 pot: inactive; PolyA inhibitor: inactive; GSK3A inh: -3; KCNQ1 act: inactive; hERG rescue: -7; DYRK1A inh: -4; KCNK9 block: -9.1*; RGS4 inh: inactive; KCNQ1 inh: inactive; GSK3beta inhib: 6

What do the screens show for `CC(=O)Nc1ccc2c(c1)c1ccccc1n2C(C)=O`?
KCNK3 inh: inactive; RGS4 pot: inactive; PolyA inhibitor: inactive; GSK3A inh: -1; KCNQ1 act: inactive; hERG rescue: -7; DYRK1A inh: 4; KCNK9 block: inactive; RGS4 inh: inactive; KCNQ1 inh: inactive; GSK3beta inhib: 0

What do the screens show for `O=C(NCc1ccccn1)Nc1ccc2c(c1)OCO2`?
KCNK3 inh: inactive; RGS4 pot: inactive; PolyA inhibitor: inactive; GSK3A inh: 0; KCNQ1 act: inactive; hERG rescue: -5; DYRK1A inh: -17; KCNK9 block: inactive; RGS4 inh: inactive; KCNQ1 inh: inactive; GSK3beta inhib: 1

Results for COc1ccc(/C=N/NC(=O)Cn2cnc3ccccc3c2=O)cc1 ?
KCNK3 inh: inactive; RGS4 pot: inactive; PolyA inhibitor: inactive; GSK3A inh: -1; KCNQ1 act: inactive; hERG rescue: -7; DYRK1A inh: -8; KCNK9 block: inactive; RGS4 inh: inactive; KCNQ1 inh: inactive; GSK3beta inhib: -4

Results for CN(C)CCCNc1ccc(-c2n[nH]c(=O)c3ccccc23)cc1[N+](=O)[O-] ?
KCNK3 inh: inactive; RGS4 pot: inactive; PolyA inhibitor: inactive; GSK3A inh: 9; KCNQ1 act: inactive; hERG rescue: -4; DYRK1A inh: 38; KCNK9 block: inactive; RGS4 inh: inactive; KCNQ1 inh: inactive; GSK3beta inhib: -1

Results for N#Cc1cccnc1N1CCC(C(N)=O)CC1 ?
KCNK3 inh: inactive; RGS4 pot: inactive; PolyA inhibitor: inactive; GSK3A inh: 0; KCNQ1 act: inactive; hERG rescue: -13; DYRK1A inh: -2; KCNK9 block: inactive; RGS4 inh: inactive; KCNQ1 inh: inactive; GSK3beta inhib: -2
